SENP6 inh: blocks the human protease SENP6 | AID 2599 | inhibition, % at 10 µM | Recombinant SENP6 catalytic domain, aminoluciferin luminescence | Q9GZR1 | actives 1.8% (n = 330,000);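 active = inhibition above about 50% at the single tested dose, limit read from the data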;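 note: plate controls were DMSO wells with enzyme for no effect and DMSO wells lacking enzyme for full effect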
Target sequence (Q9GZR1 628-1112 limits assumed): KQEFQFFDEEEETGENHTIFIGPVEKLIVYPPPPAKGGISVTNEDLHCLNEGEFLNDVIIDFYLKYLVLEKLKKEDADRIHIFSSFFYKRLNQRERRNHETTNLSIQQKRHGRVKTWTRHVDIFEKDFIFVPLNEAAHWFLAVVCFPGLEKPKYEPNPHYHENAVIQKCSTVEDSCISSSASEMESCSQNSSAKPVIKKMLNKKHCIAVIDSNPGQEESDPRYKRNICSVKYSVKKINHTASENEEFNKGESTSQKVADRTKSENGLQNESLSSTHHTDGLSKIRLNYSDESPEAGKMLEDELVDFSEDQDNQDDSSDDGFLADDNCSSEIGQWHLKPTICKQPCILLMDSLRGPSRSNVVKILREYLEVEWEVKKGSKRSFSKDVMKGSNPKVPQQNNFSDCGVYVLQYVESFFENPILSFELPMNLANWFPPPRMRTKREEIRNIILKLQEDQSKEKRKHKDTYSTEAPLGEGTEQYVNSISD
NLRP3 yeast inh: NALP3 inhibition in yeast; inhibition, % at 10 µM; Yeast reconstituted NLRP3/ASC/caspase-1, beta-gal luminescence, 24 h; actives 0.39% (n = 330,000);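 active = inhibition of 50% or more; inactive = inhibition below 50%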;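 note: plate controls were induced DMSO wells for no effect and uninduced yeast grown without galactose for full effect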
SENP8 block-1: inhibitors of human SENP8 protease | AID 602440 | inhibition, % at 20 µM | recombinant SENP8, Nedd8 substrate fluorescence | actives 0.64% (n = 360,000) | Q96LD8; in the data active = inhibition mostly above about 40%, no sharp cut-off; inactive = mostly below about 27%
Target sequence (Q96LD8 whole entry, looked up): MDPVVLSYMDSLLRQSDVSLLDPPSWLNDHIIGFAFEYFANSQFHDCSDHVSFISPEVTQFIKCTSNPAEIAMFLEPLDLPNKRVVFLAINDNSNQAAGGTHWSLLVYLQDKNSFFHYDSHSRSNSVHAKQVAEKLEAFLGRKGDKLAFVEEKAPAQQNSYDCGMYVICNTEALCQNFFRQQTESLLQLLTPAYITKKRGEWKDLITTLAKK
HKDC1 inhibitor: blocks human hexokinase HKDC1 activity. Q2TB90. recombinant HKDC1, G6PDH/diaphorase resazurin coupled fluorescence. inhibition, % at 20 µM. actives 0.16% (n = 340,000). AID 493160;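 active = inhibition above about 35% when tested at 20 µM, limit read from the data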;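 note: plate controls were DMSO wells with enzyme for no effect and DMSO wells lacking enzyme for full effect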
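Test system: HK5 enzyme. Quantity: 5 µg/mL HK5 final. Reagent: glucose and ATP substrates. Schedule: 90 min reaction incubation at room temperature, dark. Technique: resazurin-to-resorufin fluorescence via G6PDH and diaphorase coupling, 525/613 nm. Control set: DMSO wells with and without enzyme mix.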
SENP8 block-2: SENP8 protease inhibition; Q96LD8; purified SENP8, Z-RLRGG-aminoluciferin cleavage, luminescence; inhibition, % at 10 µM; actives 1.2% (n = 330,000); AID 2540; in the data active = inhibition above about 50%
SENP1 FRET inh: SENP1 (human) catalytic domain inhibition; Q9P0U3; recombinant SENP1 catalytic domain, CyPet-SUMO1-YPet FRET cleavage; inhibition, % at 10 µM; actives 0.21% (n = 360,000);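 active = inhibition at least 30% at 10 µM, raw YFP signal under a set limit, fluorescence ratio 0.5 to 1.5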;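 note: 0% = enzyme with DMSO and 100% = no enzyme wells; some results filed as inactive read as strong as hits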
Target sequence (Q9P0U3 419-644 limits assumed): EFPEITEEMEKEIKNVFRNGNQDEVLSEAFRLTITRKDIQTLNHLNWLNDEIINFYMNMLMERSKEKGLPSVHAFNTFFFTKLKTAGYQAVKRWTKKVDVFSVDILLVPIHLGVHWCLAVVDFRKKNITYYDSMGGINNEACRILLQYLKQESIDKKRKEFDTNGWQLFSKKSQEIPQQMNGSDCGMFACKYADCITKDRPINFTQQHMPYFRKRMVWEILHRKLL
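material = recombinant human SENP1 catalytic domain, His6-tagged | quantity = 20 pM enzyme | reagent = 25 nM SUMO1 FRET substrate | compound dosing = 10 µM single point, 0.5% DMSO | timing = 50 min enzyme reaction, room temperature, light-protected | detection = FRET, CFP and YFP emission | control set = no-enzyme low, enzyme-DMSO high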
Apaf1 inhib: inhibitors of human Apaf-1 apoptosome | O14727 | reconstituted apoptosome caspase-3 activity, DEVD-Rh110 fluorescence | inhibition, % at 20 µM | actives 0.71% (n = 330,000); active = inhibition of at least 40% at 20 µM;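 note: plate controls were DMSO wells for no effect and DEVD-CHO caspase inhibitor wells for full effect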
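detection = Rh110 fluorescence intensity | test system = biochemical Apaf-1 apoptosome reconstitution | also added = cytochrome c and DEVD-Rh110 substrate | schedule = 30 min plus 50 min, RT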
SENP7 inh: blocks the human protease SENP7 | Q9BQF6 | recombinant SENP7, Z-RLRGG-aminoluciferin luminescence, 40 min | inhibition, % at 5 µM | actives 1.5% (n = 330,000) | AID 434973;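 active = inhibition above about 50% at the single test dose, limit read from the data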;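 note: plate controls were DMSO with enzyme for no effect and no enzyme buffer wells for full effect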
PfG6PD inh: PfG6PD (Plasmodium falciparum) enzyme inhibition | PfGluPho enzyme, NADPH resazurin-diaphorase fluorescence | inhibition, % at 20 µM | actives 0.78% (n = 350,000) | AID 504690;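 active = inhibition reaching at least a set limit at 20 µM in the primary screen, cut at about 59% in these data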;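 note: 0% = DMSO wells with substrate and 100% = DMSO wells lacking glucose-6-phosphate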
Active calls of the source: *; / = no result given.

SMILES	SENP6 inh	NLRP3 yeast inh	SENP8 block-1	HKDC1 inhibitor	SENP8 block-2	SENP1 FRET inh	Apaf1 inhib	SENP7 inh	PfG6PD inh
Cc1ccc(C(=O)N/C(=C\c2cccs2)C(=O)N2CCCCCC2)cc1	9	4	-4	-3	0	-2	10	5	-5
O=C(NCCCSc1ccccc1)c1cccnc1	-6	11	2	-2	-4	-1	0	2	2
Cc1ccc(-c2nc(NC(=O)CSc3ccc4ccccc4n3)ns2)cc1	-7	8	4	1	-17	0	-1	3	-7
O=C(c1ccccc1)C1CCN(C(=O)Nc2ccccc2)CC1	-1	14	6	3	3	1	0	12	-14
CCc1ccc(NC(=O)C2(C)Cc3ccccc3C(=O)O2)cc1 (stereo not given)	7	30	4	-6	-3	1	2	3	10
O=C(COc1cccc(NC(=O)c2ccccc2)c1)c1ccccc1	19	0	3	-4	-7	1	-3	17	-3
Cc1c(Cl)cccc1N1CC(C(=O)Nc2nccs2)CC1=O (stereo not given)	-20	1	5	2	-1	1	2	-2	3
Cc1ccc(OC(=O)c2cccc(C(=O)Oc3ccc(C)cc3)n2)cc1	3	-4	22	-2	0	1	-2	0	1
CCc1nc2ccccc2n(CCOCCn2c(=O)c(CC)nc3ccccc32)c1=O	/	/	-14	-5	/	2	/	/	9
O=[N+]([O-])c1cccc(NC2=NCCC2)c1	13	-8	17	-10	1	2	-11	1	1
COc1ccc(NS(=O)(=O)c2cc(OCC(N)=O)c(C)cc2Cl)cc1	0	-7	19	-6	-5	1	7	-1	-5
Cc1cc2c(cc1C)N(Cc1ccccc1)C1=NCCCN12	-13	19	24	-9	2	3	-2	-4	-7
CCCN(C(=O)C(C)Oc1cccc(Cl)c1)c1c(N)n(Cc2ccccc2)c(=O)[nH]c1=O (stereo not given)	-9	7	-1	0	-13	1	10	-6	2
COc1ccc(SC[C@H](CC(C)C)N2CCN(C)CCC2=O)cc1	-9	35	2	0	2	2	-9	6	-17
O=C(CCCCCn1nnc2ccccc2c1=O)N[C@H](C(=O)O)c1ccccc1	5	-9	13	-7	-2	-29	-23	8	-6
COc1cc(/C=C/C(=O)OCC(=O)Nc2ccc(C)cc2[N+](=O)[O-])ccc1O	-5	10	14	-2	3	38*	-94	-2	-5
Cn1cnnc1Sc1ccc(C(=O)OCC(=O)Nc2cc(Cl)cc(Cl)c2)cc1[N+](=O)[O-]	-14	15	12	2	-3	1	8	-1	10
COc1ccc(-n2c(C)cc(C(=O)CSc3ccc(NC(C)=O)cc3)c2C)cc1	-14	3	11	-2	-2	0	14	0	6
CN(C)S(=O)(=O)N1CCC(Oc2cccc(C(=O)NC3CCCCCC3)c2)CC1	35	17	4	-4	5	3	20	-3	4
O=C(COC(=O)c1cccc(Br)c1)NCCC1=CCCCC1	-11	17	33	1	5	2	-16	-3	9
C=CCn1c(COc2ccc(Cl)cc2)nnc1SCC(=O)N1CC(=O)Nc2ccccc21	1	0	12	3	-12	-1	0	-13	3
CCN(CC)S(=O)(=O)c1ccc(NC(=O)Cn2cnc3ccccc3c2=O)cc1	-2	3	12	-1	1	3	9	-5	-1
CCC(=Cc1ccccc1OC)c1ccncc1	/	/	6	-1	/	1	/	/	-4
FC(F)(F)c1nc(Oc2ccccc2)c2ccccc2n1	-1	10	30	-1	-3	3	9	4	-11
COc1ccc(-c2cnc3c(c2)CCC3(C#N)C#N)cc1	/	/	-56	4	/	1	/	/	6

Entries shown so far with a Cl atom (5):
SMILES	SENP6 inh	NLRP3 yeast inh	SENP8 block-1	HKDC1 inhibitor	SENP8 block-2	SENP1 FRET inh	Apaf1 inhib	SENP7 inh	PfG6PD inh
Cc1c(Cl)cccc1N1CC(C(=O)Nc2nccs2)CC1=O (stereo not given)	-20	1	5	2	-1	1	2	-2	3
COc1ccc(NS(=O)(=O)c2cc(OCC(N)=O)c(C)cc2Cl)cc1	0	-7	19	-6	-5	1	7	-1	-5
CCCN(C(=O)C(C)Oc1cccc(Cl)c1)c1c(N)n(Cc2ccccc2)c(=O)[nH]c1=O (stereo not given)	-9	7	-1	0	-13	1	10	-6	2
Cn1cnnc1Sc1ccc(C(=O)OCC(=O)Nc2cc(Cl)cc(Cl)c2)cc1[N+](=O)[O-]	-14	15	12	2	-3	1	8	-1	10
C=CCn1c(COc2ccc(Cl)cc2)nnc1SCC(=O)N1CC(=O)Nc2ccccc21	1	0	12	3	-12	-1	0	-13	3

Part of the list above, comma-delimited.
smiles,SENP6 inh,NLRP3 yeast inh,SENP8 block-1,HKDC1 inhibitor,SENP8 block-2,SENP1 FRET inh,Apaf1 inhib,SENP7 inh,PfG6PD inh
COc1ccc(-n2c(C)cc(C(=O)CSc3ccc(NC(C)=O)cc3)c2C)cc1,-14,3,11,-2,-2,0,14,0,6
CN(C)S(=O)(=O)N1CCC(Oc2cccc(C(=O)NC3CCCCCC3)c2)CC1,35,17,4,-4,5,3,20,-3,4

An excerpt from above in order of their number in HKDC1 inhibitor, low to high.
compound,HKDC1 inhibitor
Cc1ccc(C(=O)N/C(=C\c2cccs2)C(=O)N2CCCCCC2)cc1,-3
O=C(c1ccccc1)C1CCN(C(=O)Nc2ccccc2)CC1,3
COc1ccc(-c2cnc3c(c2)CCC3(C#N)C#N)cc1,4

New compounds follow.
SMILES	SENP6 inh	NLRP3 yeast inh	SENP8 block-1	HKDC1 inhibitor	SENP8 block-2	SENP1 FRET inh	Apaf1 inhib	SENP7 inh	PfG6PD inh
CCOCCOC(=O)c1[nH]c2c(c1C)C(=O)CC(c1ccc(OC)c(OC)c1)C2 (stereo not given)	14	-13	5	2	15	-1	9	3	5
CCOC(=O)c1sc(NC(=O)CCc2ccccc2)nc1C	-22	10	18	-7	-9	-1	-9	8	8
O=C(O)c1cc(Cl)c(Cl)cc1C(=O)Nc1cccc2ncccc12	57*	11	-5	-3	21	2	80*	31	11
CCc1ccc(C(=O)NC(=S)NCc2cccnc2)cc1	-9	37	14	-6	-11	-1	-2	4	14
NC(=O)CN1C(=O)C(=O)N(Cc2ccc(F)cc2)C1=O	-11	2	8	-7	3	-1	1	0	-12
CC(C)(C)N(Cc1ccccc1)C(=O)COC(=O)C1CCCCC1	7	20	-1	-4	11	3	11	5	14
O=C(NCc1ccc(F)cc1)c1ccc(S(=O)(=O)N2CCCCC2)cc1	-11	9	-4	-1	7	2	4	-6	3
CCN1CCN(C(=O)NCc2ccccc2)CC1	-8	-20	17	0	-9	1	-5	-7	-6
Cc1ccc(Nc2c(N)c(=O)oc3ccccc23)cc1	-13	40	-12	3	1	2	13	10	-6
Cc1nc(CS(=O)c2ccc(Cl)cc2)cc(NCc2ccc(Cl)cc2Cl)n1 (stereo not given)	-24	20	11	4	-1	-3	18	-8	-5
CCN(C(=O)Cn1c(=O)oc2cc(S(=O)(=O)N3CCOCC3)ccc21)c1ccccc1	33	1	11	-8	2	1	-16	-3	11
O=C(COc1nncc2ccccc12)NCC(F)(F)F	-4	6	7	-7	-6	1	5	-5	9
O=C1CC(N2CCN(c3ccc(Cl)cc3)CC2)C(=O)N1c1ccc(F)cc1 (stereo not given)	-10	24	-3	-5	-8	-1	5	-2	1
COc1ccc(OC)c(C2Nc3nc4ccccc4n3C(C)=C2C(=O)Nc2ccc(C)cc2C)c1 (stereo not given)	7	-4	-16	14	4	-13	21	6	11
COc1cc(NC(=O)c2ccc(C)c([N+](=O)[O-])c2)ccc1NC(=O)c1ccco1	6	8	/	/	-9	/	-1	-2	/
O=C(c1cnn2c(C(F)F)cc(-c3ccccc3)nc12)N1CCOCC1	-19	-17	-190	-2	0	-2	2	0	-8
CC(C)(NO)/C(=N\O)c1ccccc1	7	16	14	-3	-3	3	-13	-1	-9
Cc1cc(NC(=O)CCSc2nc(-c3ccco3)cc(C(F)(F)F)n2)n(-c2ccccc2)n1	-3	-4	4	3	-7	-3	17	-10	2
CC(/C=N/n1c(-c2ccc(C)cc2)n[nH]c1=S)=C\c1ccco1	-33	9	11	14	-9	0	25	-2	22
CCN1C(=O)C2(C(C#N)=C(N)Oc3cc(C)oc(=O)c32)c2ccccc21 (stereo not given)	-10	-2	13	-3	-8	-4	-14	-14	-11
CN(C(=O)COC(=O)c1ccc(C#N)cc1)c1ccccc1	-13	4	3	0	7	-1	6	6	-22
Cc1cccn2c(=O)c3cc(C(=O)NCc4ccco4)c(=N)n(C4CCCC4)c3nc12	0	10	-314	-25	4	-24	9	10	49
CN(C)c1ccc(S(=O)(=O)N2CCCCC2)cc1NC(=O)CCNC(=O)c1ccc(Cl)cc1	3	16	1	-7	0	-3	-3	4	-8
O=C(NCCN1CCOCC1)C1(C(F)(F)F)C/C(=C\Cc2ccccc2)CCCO1 (stereo not given)	-12	12	2	2	0	1	-5	3	0
CCc1nc2nc(C)c(NS(=O)(=O)c3ccc(Cl)cc3)c(=O)n2[nH]1	-4	-2	10	-4	-10	4	2	-1	-10

Remaining list, next part:
SMILES	SENP6 inh	NLRP3 yeast inh	SENP8 block-1	HKDC1 inhibitor	SENP8 block-2	SENP1 FRET inh	Apaf1 inhib	SENP7 inh	PfG6PD inh
O=c1[nH]n(-c2ccc(Cl)cc2)c(=O)c(Cl)c1Cl	9	1	7	-9	1	1	-8	9	5
O=C(O)C1CCN(C(=O)COc2ccc(Br)cc2)CC1	4	15	-5	-8	1	-1	-3	-2	-16
COc1ccccc1C(=O)NC(=O)COC(=O)c1cccc(OC(F)F)c1	-3	28	5	2	2	1	10	12	-3
Cc1ccc2cc(CCNC(=O)c3ccc(C)c([N+](=O)[O-])c3)c(=O)[nH]c2c1	11	13	14	9	13	0	-1	6	-44
Cc1ccc(-c2nnc(-c3cccs3)o2)cc1	24	30	-339	-1	68*	1	-6	81*	16
NS(=O)(=O)c1ccc(CNC(=O)c2ccc(NS(=O)(=O)c3cccs3)cc2)cc1	-13	5	-7	-2	-1	1	-2	0	6
COc1ccccc1-c1n[nH]c(=S)o1	-27	3	-442	4	-9	0	-9	-8	2
Cc1ccc(S(=O)(=O)N2CCCCC2)cc1NC(=O)CSc1ncnc2ccccc12	-22	29	4	4	0	-1	-8	2	0
N#CCCN1CCN(Cn2c3ccccc3c3ccccc32)CC1	-38	-4	6	-11	-9	-1	5	-12	-14
CC(C)C(NC(=O)C(NC(=O)C1O[C@@H]2OC(C)(C)O[C@@H]2[C@H]2OC(C)(C)O[C@@H]12)C(C)C)C(=O)O (stereo not given in full)	2	14	26	-10	10	0	-14	-6	-6

Two entries from above, field by field:
> O=C(O)C1CCN(C(=O)COc2ccc(Br)cc2)CC1
  SENP6 inh: 4 | NLRP3 yeast inh: 15 | SENP8 block-1: -5 | HKDC1 inhibitor: -8 | SENP8 block-2: 1 | SENP1 FRET inh: -1 | Apaf1 inhib: -3 | SENP7 inh: -2 | PfG6PD inh: -16
> COc1ccccc1-c1n[nH]c(=S)o1
  SENP6 inh: -27 | NLRP3 yeast inh: 3 | SENP8 block-1: -442 | HKDC1 inhibitor: 4 | SENP8 block-2: -9 | SENP1 FRET inh: 0 | Apaf1 inhib: -9 | SENP7 inh: -8 | PfG6PD inh: 2
